# Compound activity as filed in PubChem BioAssay.
# Tb hexokinase = T. brucei hexokinase 1 inhibition. 220,000 tested, 0.11% active. recombinant TbHK1, G6PDH-coupled NADH A340. inhibition, % at 10 µM;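 active = inhibition of 50% or more in the single-dose primary screen; inactive = inhibition below 50%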
# m-calpain inh = blocks pig calpain II enzyme activity. purified calpain II, fluorogenic peptide substrate, 30 min. inhibition, % at 16 µM. 220,000 tested, 0.37% active;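 active = inhibition above about 50%, limit read from the data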
# RBBP9 inh = inhibitors of human serine hydrolase RBBP9; O75884; recombinant RBBP9, FP-Rh probe fluorescence polarization; inhibition, % at 7.94 µM; 220,000 tested, 0.2% active; AID 1515;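 active = inhibition above the campaign mean of all tested compounds plus 3 SD, cut at about 14% in these data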;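 note: plate controls were DMSO wells with RBBP9 for no effect and wells lacking RBBP9 protein for full effect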
# Target sequence (O75884 whole entry, looked up): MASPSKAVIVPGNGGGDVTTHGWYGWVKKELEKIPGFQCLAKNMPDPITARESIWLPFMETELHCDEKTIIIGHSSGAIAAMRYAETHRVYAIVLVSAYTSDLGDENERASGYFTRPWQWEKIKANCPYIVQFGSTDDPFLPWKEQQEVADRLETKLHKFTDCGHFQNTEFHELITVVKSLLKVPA
#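 System: RBBP9 protein / Buffer or medium: Tris/NaCl buffer pH 8.0 with 0.1% Pluronic / Probe or stimulus: Serine-hydrolase probe FP-Rh, 375 nM pre-mixing / Dosing: 7.94 µM single dose, 0.794% DMSO / Times: enzyme-compound preincubation 30 min, then probe labeling 45 min, 25 °C / Technique: fluorescence polarization (mP), excitation 525 nm, emission 598 nm / Replication: singlicate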
# Runt-CBFb FRET = blocks binding of human RUNX1 Runt domain to CBFb. AID 1496. Cerulean-Runt/Venus-CBFb FRET ratio 530/480, 1 h. 220,000 tested, 0.46% active. inhibition, % at 20 µM;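 active = inhibition over about 50% at 20 µM in the single-dose screen, limit read from the data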;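 note: 0% = DMSO wells and 100% = excess unlabeled CBFb competitor control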
#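 Assay system: Cerulean-tagged RUNX1 Runt domain (FRET donor) fusion protein / Amount: 100 nM each of Venus-CBFb and Cerulean-Runt domain / Medium: Tris buffer pH 7.5 with salts and BSA / Also added: Venus-CBFb 100 nM / Schedule: 1 h complex formation plus 1 h compound treatment, room temperature / Signal: FRET fluorescence / Read-out: loss of energy transfer signal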
# p97 ATPase inh = human p97 ATPase inhibition; recombinant p97 ATPase, Kinase-Glo ATP luminescence, 3 h; 220,000 tested, 0.42% active; inhibition, % at 8 µM; in the data active = inhibition above about 15%;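 note: 0% = DMSO vehicle and 100% = wells lacking enzyme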
# Target sequence (P55072 whole entry, looked up): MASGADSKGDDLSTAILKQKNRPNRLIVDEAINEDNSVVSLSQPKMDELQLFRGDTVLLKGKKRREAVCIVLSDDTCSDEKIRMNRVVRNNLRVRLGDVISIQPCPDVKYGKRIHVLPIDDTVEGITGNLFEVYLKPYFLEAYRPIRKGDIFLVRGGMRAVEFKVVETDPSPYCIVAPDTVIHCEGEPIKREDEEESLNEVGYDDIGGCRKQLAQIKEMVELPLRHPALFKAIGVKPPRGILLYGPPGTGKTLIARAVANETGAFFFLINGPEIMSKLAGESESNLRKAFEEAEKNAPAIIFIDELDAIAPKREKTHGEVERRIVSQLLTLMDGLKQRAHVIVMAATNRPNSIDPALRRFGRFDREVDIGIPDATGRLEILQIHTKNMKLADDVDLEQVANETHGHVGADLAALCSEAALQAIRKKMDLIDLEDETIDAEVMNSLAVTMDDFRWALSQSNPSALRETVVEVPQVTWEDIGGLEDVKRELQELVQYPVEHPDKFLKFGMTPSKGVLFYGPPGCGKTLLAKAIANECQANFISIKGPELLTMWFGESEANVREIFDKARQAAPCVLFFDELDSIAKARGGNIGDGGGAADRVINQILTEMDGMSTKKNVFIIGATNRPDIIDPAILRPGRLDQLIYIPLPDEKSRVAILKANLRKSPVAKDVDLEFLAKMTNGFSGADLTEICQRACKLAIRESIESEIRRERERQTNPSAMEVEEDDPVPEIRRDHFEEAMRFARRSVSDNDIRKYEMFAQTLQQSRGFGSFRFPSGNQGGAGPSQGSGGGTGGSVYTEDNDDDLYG
# Furin inhibitor = inhibitors of human furin; P09958; purified furin, fluorogenic substrate cleavage; inhibition, % at 30 µM; 220,000 tested, 0.061% active; in the data active = inhibition above about 25%; note: inactives centre near -15
# NCF1 inh = blocks human p47phox regulatory protein of NADPH oxidases; P14598; p47phox/p22phox peptide binding, fluorescence polarization, 2 h; inhibition, % at 24.7 µM; 220,000 tested, 0.53% active;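 active = inhibition above about 30%, limit read from the data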;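 note: 0% = p47phox with labelled peptide and 100% = labelled peptide alone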
# EBV gp42 block = inhibitors of Epstein-Barr virus glycoprotein 42 | Q1HVG2 | Fluorescence polarization binding assay, mP read-out | inhibition, % (tested at 21.74 µM) | 220,000 tested, 0.42% active | AID 1085; in the data active = inhibition above about 50%
# Runt-SMMHC FRET = inhibitors of human RUNX1 Runt domain binding to CBFb-SMMHC. Cerulean-Runt/Venus-CBFb-SMMHC FRET ratio 530/480, 1 h. inhibition, % at 20 µM. 220,000 tested, 0.74% active. AID 1434;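 active = mean inhibition across duplicate retests at 20 µM reaching about 50%, limit read from the data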;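 note: 0% = DMSO wells and 100% = wells with excess untagged CBFb-SMMHC; inhibitors lower the FRET ratio by blocking Runt binding to CBFb-SMMHC; some results filed as inactive read as strong as hits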
# Numbers without * were called inactive; i = inactive; / = no result given; [ ] = remark or other dose.
# Below each compound: Tb hexokinase	m-calpain inh	RBBP9 inh	Runt-CBFb FRET	p97 ATPase inh	Furin inhibitor	NCF1 inh	EBV gp42 block	Runt-SMMHC FRET
- CC(C)(C)C1=Nn2c(nnc2-c2ccco2)SC1
  -4	-10	-3	-1	-1	-22	0	-1	-2
- Cc1ccc(S(=O)(=O)N2CCCCCC2)cc1[N+](=O)[O-]
  1	21	-4	-2	0	-17	-4	0	1
- CC1(C)Nc2ccccc2C(=O)N1NS(=O)(=O)c1ccccc1
  -7	-429	-2	5	5	-33	-16	-18	4
- COC(=O)c1ccc(C2/C(=C(\O)c3ccc4c(c3)OCCO4)C(=O)C(=O)N2CCCN(C)C)cc1 (stereo not given)
  -38	24	-9	1	4	-8	0	13	0
- CC(C)(C)NC(=O)N1CCCN(c2ccc(C(F)(F)F)cn2)CC1
  -2	29	-5	1	-6	6	1	0	0
- O=C1c2cccc3cc([N+](=O)[O-])cc(c23)C(=O)N1CC1CCCO1 (stereo not given)
  -26	-42	-2	-1	-1	-9	0	4	-1
- CNC(=O)Nc1ccc(S(N)(=O)=O)cc1
  -5	-2	-3	2	3	-9	-4	6	2
- C#CCOc1ccc(/C=N/O)cc1Cl
  32	18	-13	-2	-6	-9	-2	-14	1
- CC(C)Cn1c(N)c(C(=O)COC(=O)CN2C(=O)C3CC=CCC3C2=O)c(=O)n(C)c1=O (stereo not given)
  -5	-13	-4	-2	-2	-25	-2	-11	-9
- O=C(CSc1nc2ccccc2o1)Nc1nncs1
  4	3	-3	0	-2	-3[20 µM]	-3	-23	0
- O=C(CCCn1cc([N+](=O)[O-])cn1)NCc1ccccc1
  1	20	-5	2	-1	-14	-6	-6	0
- COc1cc(C(=O)Nc2ccc(S(=O)(=O)Nc3nccc(C)n3)cc2)cc(OC)c1OC
  -10	-10	-1	-2	6	-4[20 µM]	5	-2	-2
- Cn1c(=O)c2c(ncn2C)n(C)c1=O
  -15	-25	/	0	/	-20	4	-3	-3
- Cc1ccc(F)cc1S(=O)(=O)NCc1ccc(N2CCN(C)CC2)cc1
  0	15	-3	0	-5	-8	-2	6	8
- CC(C)=C1C(=O)NN(c2cccc(Cl)c2)C1=O
  21	-5	-1	3	7	-10	-12	-9	-1
- O=C1NCCN(Cc2c(F)cccc2Cl)C1CC(=O)N1CCCCO1 (stereo not given)
  0	2	1	0	9	-16	-6	-25	-10
- O=C(O)C1CCCCC1C(=O)Nc1nc(-c2ccc(Cl)s2)cs1 (stereo not given)
  10	-32	-1	17	4	-11	-12	0	8
- NC(=O)CC(NC(=O)Cc1cccc2ccccc12)c1ccc(NC2CCC2)c([N+](=O)[O-])c1 (stereo not given)
  -7	-22	/	-3	/	-16	23	-37	-9
- CCOc1ccc(C2C(C#N)=C(N)Oc3cc(C)n(CCN(C)C)c(=O)c32)cc1OCC (stereo not given)
  -4	10	8	-3	1	-14[20 µM]	-2	-4	3
- COc1cc(C(Nc2ccc(S(=O)(=O)N3CCC(C)CC3)cc2)C(=O)NCC2CCCO2)cc(OC)c1OC (stereo not given)
  -7	-21	-2	-9	-2	-25	1	-2	-1
- CC(C)=CCN1CCN(Cc2cccc3nccnc23)CC1CCO (stereo not given)
  -6	0	-4	-1	3	-35	-6	-18	-2
- O=C(c1ccccc1)N1CCN(c2ccc([N+](=O)[O-])c(N3CCOCC3)c2)CC1
  -10	1	0	-2	2	-1	1	-1	3
- CC(C)CCC1=NN(C(=O)c2ccco2)C(O)(C(F)(F)F)C1 (stereo not given)
  8	14	-5	4	-7	-16	-5	-5	-8
- C=C(C)Cn1c(N2CCN(c3ccc(OC)cc3)CC2)nc2c1c(=O)n(C)c(=O)n2C
  -1	17	0	-1	-1	-7	-10	4	-6
- CSCCC(NS(=O)(=O)c1ccc2c(c1)oc(=O)n2C)C(=O)NC1CCCCC1 (stereo not given)
  -4	-24	-2	-1	-4	-10	-9	-10	4
- COC(=O)C/C=C/[C@@H](C)[C@@H](/C=N/OC[C@@H](C)[C@H](OCc1ccccc1)C(C)C)NS(=O)(=O)c1ccc(C)cc1
  5	4	5	-8	-7	-2	-14	-5	68
- CCOc1ccc(/C=C2\SC(=O)N(c3ccc(O)cc3)C2=O)cc1OC
  3	-36	-11	2	-1	-16	-31	-4	-3
- CCc1cc2c(SCc3nc4sc(C(C)=O)c(C)c4c(=O)[nH]3)ncnc2s1
  -27	-10	-14	-8	3	-16	-111	-40	-28
- CN1CCN(c2nc(-c3ccccc3)c3cc(Cl)ccc3n2)CC1
  -18	i	-6	25	-3	-32	-36	14	57*
- O=C(c1cc(F)cc2c1OCOC2)N1CCN(c2ccc(F)cc2)CC1
  6	-4	-2	1	-2	-7	-2	-7	0

# Sorted by the number under Tb hexokinase (high to low): six from the list above.
Structure	Tb hexokinase
O=C(c1cc(F)cc2c1OCOC2)N1CCN(c2ccc(F)cc2)CC1	6
COC(=O)C/C=C/[C@@H](C)[C@@H](/C=N/OC[C@@H](C)[C@H](OCc1ccccc1)C(C)C)NS(=O)(=O)c1ccc(C)cc1	5
CCOc1ccc(/C=C2\SC(=O)N(c3ccc(O)cc3)C2=O)cc1OC	3
CSCCC(NS(=O)(=O)c1ccc2c(c1)oc(=O)n2C)C(=O)NC1CCCCC1 (stereo not given)	-4
CC(C)=CCN1CCN(Cc2cccc3nccnc23)CC1CCO (stereo not given)	-6
CN1CCN(c2nc(-c3ccccc3)c3cc(Cl)ccc3n2)CC1	-18

# More compounds.
# Below each compound: Tb hexokinase	m-calpain inh	RBBP9 inh	Runt-CBFb FRET	p97 ATPase inh	Furin inhibitor	NCF1 inh	EBV gp42 block	Runt-SMMHC FRET
- CS(=O)(=O)N(CC(=O)NCc1cccnc1)Cc1ccc(Cl)cc1
  1	12	-2	-1	4	-18[20 µM]	-3	-19	-3
- CC(N1CCOC1=O)S(=O)(=O)c1ccccc1 (stereo not given)
  -5	-38	-6	2	0	-19[20 µM]	-11	-26	-2
- O=C1CCCc2ccccc2N1Cc1ccc(Cl)cc1Cl
  -2	29	-1	-2	-3	-28[20 µM]	-5	-9	-5
- O=C(O)c1cccc(Nc2ncnc3ccccc23)c1
  -13	-16	-6	-1	6	-8	-14	-24	12
- C=CCn1c(SCn2nnc3ccccc3c2=O)nnc1-c1ccc(Cl)cc1
  5	12	3	-3	2	9[20 µM]	-3	-12	4
- Cc1[nH]ccc(=O)c1OCc1ccccc1
  -3	-16	-4	-2	0	-9[20 µM]	59*	-4	0
- Cc1ccc2c(c1)nc(NCCO)n2C
  1	-38	-9	-2	4	-14	-9	-28	1
- COc1ccc(-c2[nH]ncc2CN(CCO)Cc2cccs2)c(F)c1
  -10	1	-1	-2	2	-22	-2	-10	-3
- O=C(NCc1ccc[n+](CCCCS(=O)(=O)[O-])c1)c1ccc(OC(F)F)cc1
  0	0	0	2	-1	-22	5	-1	0
- Cc1ccc(SCc2cc(=O)[nH]c(/N=C(\N)Nc3ccccc3Sc3ccccc3)n2)cc1
  -12	14	-6	1	-4	-10	2	3	-1
- COc1ccc(-c2nc3cc([N+](=O)[O-])ccc3o2)cc1
  -21	-6	-6	0	-1	-11	-4	-34	-1
- Cc1ccc(-c2nc(N)c3c(-c4ccc(C)cc4)nn(C(C)(C)C)c3n2)cc1
  -11	-39	2	1	7	-13[20 µM]	-4	-21	-1
- O=C(CNC(=O)C1CCCCC1)Nc1ccc(F)c(Cl)c1
  -3	-20	-6	1	2	-24	-4	-2	3
- COc1cc(C(=O)NCCCN(C)C)ccc1OCC(=O)Nc1cccc(C(F)(F)F)c1
  6	1	-5	-2	2	-31	-15	-17	0
- Cc1noc(NS(=O)(=O)c2ccc(NC(=O)CCn3c(=O)oc4ccccc43)cc2)c1C
  7	-35	-10	-1	-6	-11	2	4	0
- Cc1ccc2[nH]c(=O)c(C(c3nnnn3C(C)(C)C)N(Cc3ccco3)CC3CCCO3)cc2c1 (stereo not given)
  -8	10	-11	-1	-1	-5	-15	-2	-4
- CC1CCN(CC(=O)Nc2ccc(Cl)cc2[N+](=O)[O-])CC1
  -8	-6	-1	-2	4	-26	-7	-12	-1
- Cc1cccc2sc(N(CCCN(C)C)C(=O)c3ccco3)nc12
  3	-4	1	0	2	-19	-17	-7	2
- O=C(NCc1ccccc1)NC1(C(=O)N2CCCC2)CCCCC1
  4	-15	-4	0	0	-26	-10	-24	-5
- COc1ccccc1C(=O)NCCn1cc(SCC(=O)Nc2nnc(C)s2)c2ccccc21
  0	-32	-5	-5	-4	-21	-5	-7	-7
- COCCn1c(COc2ccc(OC)cc2)nc2ccccc21
  6	3	-8	-1	-3	-21[20 µM]	1	1	0
- Cc1ccc(C(c2nnnn2C2CCCCC2)N2CCc3ccccc32)cc1 (stereo not given)
  12	32	2	-2	-5	-10	-27	-17	3
- COc1ccc(/C(C)=N/Nc2nc3ccccc3nc2C)cc1
  -20	-3	-8	0	4	-17	-17	-2	0
- Cc1nn(C)cc1C(C(=O)NC1CCCCC1)N(Cc1ccccc1Cl)C(=O)c1cnccn1 (stereo not given)
  2	-4	-11	2	1	-17	-7	-5	8
- CCN1CCN(C(c2cc3cc4c(cc3[nH]c2=O)OCO4)c2nnnn2C(C)(C)CC)CC1 (stereo not given)
  -18	-214	-2	9	4	-35	1	-10	8
- O=C(O)CCNS(=O)(=O)c1ccc2c(c1)CCCC2
  -4	-16	-3	0	1	-24	-3	-8	-1
- CCN(CC)S(=O)(=O)c1ccc2oc(C(=O)N3CCOCC3)c(C)c2c1
  -4	-13	-8	-1	-2	-22[20 µM]	-9	0	-3
- COCCN(CCOC)C(=O)Nc1ccc(Cl)cc1
  1	-8	-6	0	5	-26	-2	-5	1
- Cc1ccc(CNc2ccc3c(c2)ncn3C(C)(C)C)cc1
  4	-3	-2	7	0	-32	-11	-7	43
- COc1ccccc1N1CCN(C(=O)c2cc3c(s2)CCC3)CC1
  1	-53	3	3	-2	-20[20 µM]	-2	-19	-10
- CCC(=O)N1CCN(c2cc(C)ccc2C)CC1
  0	-16	3	1	4	-13	-6	-6	1
- COc1cc(-n2c3nc4ccccc4nc3c3c(=O)n(Cc4ccco4)cnc32)cc(OC)c1OC
  -2	/	-6	/	3	-21[20 µM]	/	/	/
- COc1cc(CN2CCN(c3ccc(C)cc3)CC2)cc([N+](=O)[O-])c1O
  -5	-6	-5	-2	-7	-12[20 µM]	-6	-8	-1
- CC1=CC(=C(C#N)C#N)C=C(C)N1Cc1ccccc1
  -76	32	-2	0	1	4	-11	6	-1
- Cc1cc(C)c(S(=O)(=O)c2ccccc2C)c(Cl)n1
  -1	11	-4	0	-1	-18[20 µM]	-11	-4	2
- O=[N+]([O-])c1ccccc1OCCCNCc1ccccc1
  -3	19	0	-1	4	-15	-28	-10	0
- Cc1cc(=O)oc2cc(OCCSc3nnc(-c4ccccc4)o3)ccc12
  22	-14	1	0	6	-6	12	-11	1
- Cc1cccc2sc(N(CCCN(C)C)C(=O)c3ccc(Cl)s3)nc12
  0	-8	-6	1	-1	-11	-6	1	4

# Of the compounds above, 2 have a cyano group:
# Below each compound: Tb hexokinase	m-calpain inh	RBBP9 inh	Runt-CBFb FRET	p97 ATPase inh	Furin inhibitor	NCF1 inh	EBV gp42 block	Runt-SMMHC FRET
- CCOc1ccc(C2C(C#N)=C(N)Oc3cc(C)n(CCN(C)C)c(=O)c32)cc1OCC (stereo not given)
  -4	10	8	-3	1	-14[20 µM]	-2	-4	3
- CC1=CC(=C(C#N)C#N)C=C(C)N1Cc1ccccc1
  -76	32	-2	0	1	4	-11	6	-1

# Compounds were not picked by outcome; 2.7% or so of the library scored in one or more.
